# tuberculosis growth: growth inhibition of non-replicating M. tuberculosis (AID 488890). Mycobacterium tuberculosis non-replicating, growth inhibition; higher % means a stronger effect. inhibition, % at 25 µM, or IC50 in µM where a hit was titrated. actives 0.39% (n = 320,000); in the data active means a potency from the dose series; inconclusive means inhibition mostly from about 82% at the one dose, without a potency; inactive means the rest, 99 in 100 with inhibition below about 76%;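 further: plate controls were DMSO cells for no effect and high antibiotic wells for full effect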
# influenza NS1A: H1N1 influenza NS1A inhibitors, functional cell based assay (AID 504329) | NS1A functional cell-based assay, percent inhibition; higher % means a stronger effect | inhibition, % at 12.5 µM, or IC50 in µM where a hit was titrated | actives 0.3% (n = 340,000); in the data active means a potency from the dose series; inconclusive means inhibition above about 27% without an active follow-up result; further: strong numbers were not always called active
# H37Rv inhibition: M. tuberculosis growth inhibition, HTS (AID 449762); M. tuberculosis H37Rv growth inhibition, 7H9 media; higher % means a stronger effect; one-dose inhibition, % at 25 µM; IC50 in µM for titrated hits; actives 0.59% (n = 330,000); in the data active means a potency from the dose series; inconclusive means inhibition above about 70% without an active follow-up result;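 further: bacterial growth assessed after seven days of incubation; strong numbers were not always called active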
# inhibitors of VEEV: inhibitors of VEEV TC-83 cytopathic effect, confirmation, Vero cells (AID 588727) | Vero cells, VEEV TC-83 cytopathic effect inhibition; higher % means a stronger effect | inhibition, % at 20 µM; hits with a dose series show IC50 in µM | actives 0.13% (n = 350,000); in the data active means a potency from the dose series; inconclusive means inhibition mostly from about 14% at the one dose, without a potency; inactive means the rest, 99 in 100 with inhibition below about 12%; further: strong numbers were not always called active
# Salmonella PhoP GFP: PhoP regulon inhibitors, Salmonella typhi PhoP promoter GFP reporter, confirmatory (AID 1850). actives 0.33% (n = 310,000). one-dose inhibition, % at 50 µM; IC50 in µM for titrated hits. Salmonella Typhi PhoP-promoter GFP reporter, fluorescence, 4 h; higher % means a stronger effect; in the data active means a potency from the dose series; inconclusive means inhibition mostly from about 25% at the one dose, without a potency; inactive means the rest, 99 in 100 with inhibition below about 19%;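 further: 0% = induced wells with vehicle and 100% = uninduced wells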
# inhibitors of VEEV 10K pilot screen: recorded beside inhibitors of VEEV, whose call it bears; inhibition, %; measured here: 10K pilot screen inhibition
# An asterisk follows results filed as active; i = inactive; ? = inconclusive; nt = no result given. The order is random; any-hit rate near 1.5%.
SMILES,tuberculosis growth,influenza NS1A,H37Rv inhibition,inhibitors of VEEV,Salmonella PhoP GFP,others
CC(=O)c1c(C)[nH]c(C(=O)CN2CCN(S(=O)(=O)c3ccccc3)CC2)c1C,7.8%,-0.6%,-4.3%,0.2%,nt,
CC(Oc1ccc(-c2nccc(-c3ccccn3)n2)cc1)C(=O)NN (centres undefined),-0.6%,-1.2%,-4.9%,2.2%,2.6%,
Cc1nc(C)c(-c2csc(Nc3ncccc3C)n2)s1,30.0%,5.7%,11.7%,6.8%,-6.0%,
c1ccc(OCCOCCOc2ccccc2)cc1,nt,-9.7%,nt,5.4%,nt,
N#CC1c2ccccc2C=CN1C(=O)c1ccccc1 (centres undefined),0.1%,-2.5%,5.8%,0.1%,0.9%,
CC(C)COc1ccc(C2NC(=O)NC2=O)cc1 (centres undefined),5.1%,-8.8%,-2.6%,i,-5.6%,
Cn1cc(-c2nnnn2-c2cccc(C(F)(F)F)c2)c(C(F)(F)F)n1,8.1%,-1.3%,-1.7%,0.1%,1.2%,
C[C@H](CO)N1C[C@H](C)[C@@H](CN(C)C(=O)Nc2ccccc2)Oc2c(NC(=O)c3ccncc3)cccc2C1=O,1.1%,17.1%,-5.5%,0.3%,nt,
O=C(c1ccc2c(c1)OCO2)C1CCCN(C(=O)C2CCOCC2)C1 (centres undefined),4.0%,2.7%,1.2%,0.3%,-2.4%,
COc1ccc(N2CCN(C(=O)c3ccc4c(c3)[nH]c(=S)n3c5ccccc5nc43)CC2)cc1,17.5%,nt,-5.4%,nt,15.7%,
CC(=O)N/C(=N\c1nc(C)cc(C)n1)Nc1ccc(Cl)cc1Cl,-0.2%,18.0%,-4.5%,i,6.0%,
Cc1csc(NC(=O)c2ccoc2C)n1,-0.8%,-7.5%,-9.8%,2.9%,-3.0%,
O=C(CSc1ccc(Br)cc1)N1CCOCC1,36.6%,-3.0%,7.0%,i,-6.0%,
COC(=O)Nc1c(C)nn(Cc2ccccc2C)c1C,nt,18.3%,nt,i,-2.9%,
C#CCOCCOCCOCCNc1nc(N2CCN(C(=O)Cn3cc(CCCN=C(N)N)nn3)CC2)nc(N2CCN(C(=O)[C@H]([C@@H](C)O)n3cc(CCCCN)nn3)CC2)n1,14.2%,-6.8%,-4.1%,i,-15.9%,
COC(=O)c1c(SCC(=O)Nc2ccc(C)cc2)nc(=O)[nH]c1C,53.6%,-9.9%,0.8%,1.8%,-8.2%,
COc1c(C)cc(C(=O)C2CCCN(C(=O)c3cc(C)on3)C2)cc1C (centres undefined),5.0%,-2.2%,6.2%,0.0%,5.6%,
Cc1cc(=O)n2nc(N3CCCC3C(=O)NCc3ccccn3)sc2n1 (centres undefined),-14.6%,-14.5%,-1.9%,2.2%,6.7%,
O=C(CN1C(=O)C2CC=CCC2C1=O)Nc1nccs1 (centres undefined),-4.7%,-2.5%,-0.3%,i,11.2%,
Cc1ccc(S(=O)(=O)Oc2ccccc2/C=N/NC(=O)c2c(Cl)cnn2C)cc1,22.5%,4.2%,-0.8%,6.2%,6.0%,
COc1ccc(CNC(=O)COc2cc(O)c3c(c2)OC(C)(C)CC3=O)cc1,23.2%,1.9%,-4.8%,1.9%,9.3%,
CN1C(=O)C(C)(C)c2cc(S(=O)(=O)N3CCC(C(=O)NCc4ccc(F)cc4)CC3)ccc21,18.0%,-5.6%,2.4%,0.4%,nt,
O=C(C1CCC(CNc2c(N3CCCCC3)c(=O)c2=O)CC1)N1CCc2ccccc2C1 (centres undefined),nt,0.6%,nt,0.7%,nt,
Cc1ccc(NC(=O)CN(C)S(=O)(=O)c2ccc(Cl)s2)c(O)c1,34.9%,4.5%,-0.1%,1.5%,nt,
O=C(NCCc1ccc(F)cc1)Nc1ccc2c(c1)OCO2,29.0%,9.3%,9.8%,0.4%,1.4%,
CC1CCCN(C(=O)c2ccc(NS(=O)(=O)c3cccc([N+](=O)[O-])c3)cc2)C1 (centres undefined),13.4%,-13.4%,14.7%,2.7%,0.8%,
COc1ccccc1C(=O)CSc1nnc(-c2ccco2)o1,63.2%,-12.6%,-1.7%,2.0%,3.9%,
CN(CC1CCCO1)S(=O)(=O)c1ccc(C(=O)Nc2ccc(F)cc2)cc1 (centres undefined),15.5%,-11.2%,-1.3%,7.4%,-3.1%,
CC(=O)NC(Cc1cccc(C)c1)C(=O)NC1CCN(C(=O)NCc2ccccc2)CC1 (centres undefined),nt,3.1%,nt,0.0%,nt,
COc1cc(C(=O)OC(C)C(=O)N2CCc3ccccc3C2)ccc1OCC(=O)N1CCOCC1 (centres undefined),10.8%,2.3%,-9.0%,1.4%,-4.0%,
O=[N+]([O-])c1ccc(Nc2ccccc2)cc1,71.4%,-1.1%,13.3%,i,0.1%,
NC(=O)C1CCCN(S(=O)(=O)c2ccc(Br)cc2)C1 (centres undefined),-2.7%,-3.3%,-2.3%,0.1%,-4.0%,
CCOc1ccc(N2CC(=O)Nc3ccccc3NCC2=O)cc1,3.98µM*,12.2%,52.7µM*,4.8%,5.9%,
COc1ccc(CCNc2ccc(C(CC(N)=O)NC(=O)c3cc(C)cc(C)c3)cc2[N+](=O)[O-])cc1 (centres undefined),18.7%,-9.4%,-1.3%,0.3%,-0.1%,
O=C(COc1ccccc1Cl)OCC(=O)N1CCN(S(=O)(=O)c2ccccc2)CC1,11.3%,15.6%,-2.4%,6.0%,15.4%,
CCc1ccc(-c2nc(CSCC(=O)N3CCN(c4ccccn4)CC3)c(C)o2)cc1,53.9%,3.6%,26.6%,i,2.4%,
Cn1cc(C(=O)NCCc2ccccc2)c(=O)c2cc(S(=O)(=O)N3CCOCC3)ccc21,nt,-1.0%,nt,0.8%,nt,
N#CC1=C(N)Oc2n[nH]c(-c3cccs3)c2C1c1ccoc1 (centres undefined),-13.7%,-21.5%,-4.5%,0.8%,7.3%,
O=C(NCc1cccc(C(F)(F)F)c1)N1CCN(S(=O)(=O)c2ccccc2F)CC1,-1.4%,-2.8%,1.4%,4.8%,3.5%,
O=C(N/N=C/c1ccco1)C1CCCC1,-10.4%,10.5%,-18.7%,2.2%,-11.9%,
CC(=O)Oc1cc2c(C(=O)NCCN3CCOCC3)c(C)oc2c2ccccc12,-42.9%,4.7%,3.5%,5.8%,22.1%,
Cn1c(=O)c2c(ncn2CC(=O)Nc2cc(S(=O)(=O)N3CCCCC3)ccc2Cl)n(C)c1=O,7.3%,2.9%,-0.6%,0.9%,nt,
COC(=O)CC1=NN(c2ccccc2)C(=O)C1,-2.7%,-2.9%,0.2%,0.3%,6.2%,
CN(CCCC(=O)NCc1ccccc1)S(=O)(=O)c1ccc([N+](=O)[O-])cc1,9.8%,-7.4%,6.1%,i,3.3%,
CCc1ccccc1N(CC(=O)NC1CCCC1)C(=O)CNC(=O)c1cccs1,-1.6%,-8.6%,-9.0%,0.4%,14.2%,
COc1ccccc1N(C)S(=O)(=O)c1ccc(C(=O)Nc2ccc3nc(C)sc3c2)cc1,-3.6%,0.3%,58.2µM*,13.5%,-3.2%,
O=C(COc1cccc(Cl)c1Cl)NC1CC1,14.1%,5.3%,0.9%,3.5%,nt,
Cc1nc2ccccc2c(=O)n1/N=C/c1cccnc1,-4.0%,5.6%,5.0%,4.3%,-4.4%,
Cc1ccccc1OCCC(=O)Nc1cc(S(=O)(=O)N2CCCCC2)ccc1N1CCN(C)CC1,nt,-13.4%,nt,i,nt,
O=C(/C=C/Nc1ccc(Br)cn1)c1cccc(OC(F)F)c1,33.8%,-8.0%,9.2%,9.1%,nt,
COc1cccc(N2CCN(C(=O)c3nc4nc(C)cc(C)n4n3)CC2)c1,-11.9%,-9.6%,-10.9%,i,-2.2%,
O=C(Nc1ccc2nc(-c3ccc(Br)o3)[nH]c2c1)c1ccco1,-15.0%,2.8%,-1.8%,7.7%,25.5%,
CC(=O)N1CCc2cc(Br)cc(S(=O)(=O)CCC(=O)Nc3c(C)n(C)n(-c4ccccc4)c3=O)c21,-10.6%,11.1%,-3.1%,0.1%,6.4%,
CCC(C)Nc1nc(Cl)nc(N(C#N)CN2C(=O)c3ccccc3S2(=O)=O)n1 (centres undefined),-12.7%,11.3%,3.3%,0.6%,9.7%,
CCC(OC(=O)c1ccco1)C(=O)NCc1ccc2c(c1)OCO2 (centres undefined),2.6%,9.4%,5.4%,i,9.0%,
CC(=O)Nc1cccc(C(=O)N/N=C/c2cccc(C)n2)c1,-14.1%,2.5%,-2.5%,1.2%,-14.1%,
COc1cccc(NC(=O)N2CCC(C(=O)Nc3ccc(C)cc3C)CC2)c1,-8.2%,-9.7%,-2.5%,0.8%,-0.7%,
COc1ccc(C)cc1NC(=O)CNC(C)C(=O)Nc1ccc(C(C)=O)cc1 (centres undefined),4.1%,-14.9%,7.5%,1.4%,10.8%,
COc1ccccc1CC(=O)N1CCN(S(=O)(=O)c2cccs2)CC1,11.9%,-2.9%,-13.4%,7.9%,-2.6%,
COc1cc(C(=O)NCc2ccc(-c3nc4ccccc4s3)cc2)cc(OC)c1OC,-3.1%,5.0%,-0.3%,i,-2.2%,

# Next entries
SMILES,tuberculosis growth,influenza NS1A,H37Rv inhibition,inhibitors of VEEV,Salmonella PhoP GFP,others
Clc1ccc(OCCn2cnc3ccccc32)c(Cl)c1,59.1%,-20.0%,?,i,-5.1%,
COCCn1c(=O)[nH]c2cc(C(=O)N3CCN(c4cc(C)ccc4C)CC3)ccc2c1=O,34.5%,-9.2%,11.5%,2.1%,-7.1%,
COc1ccc(CN2CCN(S(=O)(=O)c3ccccc3)CC2)c(OC)c1OC,-0.3%,1.3%,-1.5%,0.0%,-3.4%,
CCN(C(=O)CSc1cc(C)c2cccc(C)c2n1)C1CCS(=O)(=O)C1 (centres undefined),-3.1%,-4.0%,-1.9%,10.1%,1.6%,
CCc1n[nH]c(=S)n1/N=C/c1ccc(N(CC)CC)cc1,-1.8%,10.0%,-0.1%,1.0%,-3.5%,
CCc1ccc(C(=O)C(C)OC(=O)c2cccc(S(=O)(=O)N3CCOCC3)c2)cc1 (centres undefined),0.3%,-4.1%,-1.0%,2.2%,-10.2%,
Fc1cc(Br)ccc1COc1ccc(-c2nnco2)cc1,18.7%,-11.1%,0.6%,2.3%,-3.9%,
Cc1ccc(NC(=O)c2cc(N3CCOCC3)nc3ccccc23)cc1,2.3%,-33.0%,3.8%,3.8%,-0.5%,
O=C(Nc1ccc(S(=O)(=O)Nc2nccs2)cc1)c1cc(-c2ccncc2)nc2ccccc12,36.0%,1.9%,-11.7%,1.6%,10.1%,
CCC(=O)Nc1c(C#N)c2nc3ccccc3nc2n1C1CCCCC1,11.2%,-13.2%,-9.5%,4.7%,0.3%,
COCCn1nnnc1CN(Cc1ccco1)Cc1cc2cc3c(cc2[nH]c1=O)OCO3,2.6%,5.0%,-0.7%,i,-10.5%,inhibitors of VEEV 10K pilot screen=2.3
CC(=O)c1cccc(NC(=O)C2CCCN2S(=O)(=O)c2cccc3nsnc23)c1 (centres undefined),6.0%,6.2%,-6.2%,2.3%,-15.8%,
CC[N+](CC)(CC)CCCOC(=O)C(O)(c1ccccc1)C1CCCCC1 (centres undefined),14.2%,1.1%,-3.1%,3.3%,-15.4%,
Nc1nc(Nc2ccccc2F)nc(NC2CCCCC2)c1[N+](=O)[O-],35.8%,3.4%,-9.0%,0.8%,-17.9%,
O=C(COC(=O)c1ccc(O)cc1)Nc1ccc(S(=O)(=O)N2CCCC2)cc1,14.8%,-5.9%,5.8%,2.1%,nt,
O=C(N/N=C/c1ccco1)C12CC3CC(CC(C3)C1)C2,22.5%,0.4%,2.6%,0.9%,-4.0%,
CCOC(=O)c1ccc(COC(=O)CCc2nc3ccccc3[nH]c2=O)o1,8.4%,0.9%,-10.9%,0.7%,1.4%,

# Random excerpt: 6 records from the list.
SMILES,tuberculosis growth,influenza NS1A,H37Rv inhibition,inhibitors of VEEV,Salmonella PhoP GFP,others
COc1ccc(CN2CCN(S(=O)(=O)c3ccccc3)CC2)c(OC)c1OC,-0.3%,1.3%,-1.5%,0.0%,-3.4%,
Cc1csc(NC(=O)c2ccoc2C)n1,-0.8%,-7.5%,-9.8%,2.9%,-3.0%,
O=C(CN1C(=O)C2CC=CCC2C1=O)Nc1nccs1 (centres undefined),-4.7%,-2.5%,-0.3%,i,11.2%,
CCc1ccccc1N(CC(=O)NC1CCCC1)C(=O)CNC(=O)c1cccs1,-1.6%,-8.6%,-9.0%,0.4%,14.2%,
CN(CC1CCCO1)S(=O)(=O)c1ccc(C(=O)Nc2ccc(F)cc2)cc1 (centres undefined),15.5%,-11.2%,-1.3%,7.4%,-3.1%,
NC(=O)C1CCCN(S(=O)(=O)c2ccc(Br)cc2)C1 (centres undefined),-2.7%,-3.3%,-2.3%,0.1%,-4.0%,

# Compound activity: PubChem, Southern Research Specialized Biocontainment Screening Center
